Assay outcomes from PubChem BioAssay.
Cneo AK release = causes C. neoformans cell lysis; lysis activity, % at 15 µM; adenylate kinase release luminescence, 4 h; normalised: neutral wells 0, clomiphene wells 100; 360,000 tested, 0.2% active;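 active = mean lysis activity across replicates of at least 80%, whatever share of replicates individually reach that level; inactive = mean lysis activity below 80%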
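Signal: Adenylate kinase release luminescence | Assay system: Log-phase Cryptococcus neoformans yeast cells | Input: Cells at 5 × 10^6 per mL | Buffer or medium: Fresh YPD growth medium | Compound: Single dose | Schedule: Static 4 h at 37 °C with compound, 1 h detection | Controls: Clomiphene | Read-out: Luminescence rise reflecting yeast cell lysis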
esBAF inh = blocks esBAF chromatin remodeling in mouse ES cells. Bmi1-luciferase knock-in reporter, 24 h; 100% = twice the neutral-well signal. reporter increase, % at 12.5 µM. 350,000 tested, 2% active. AID 602393; in the data active = activation above about 40%;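 note: 0% = median of the plate's neutral control wells and 100% = double that signal; a rise in the Bmi1 reporter signal indicates esBAF inhibition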
C2C12 statin = protects C2C12 myotubes from simvastatin toxicity | ATP luminescence, 48 h; scaled: DMSO 0, geranylgeraniol control 100 | rescue of ATP level, % at 7.49 µM | 330,000 tested, 0.78% active;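 active = mean ATP rescue above about 67%, or every replicate alone reaching that limit, limit read from the data, passing the limit was not always enough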;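 note: myotubes were challenged with 10 µM simvastatin during compound exposure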
miR-122 sensor = inhibitors of miR-122 in Huh7 cells; activation (reporter increase), % at 12.5 µM; Huh7 miR-122 Renilla luciferase sensor, 48 h; neutral wells = 0, positive control = 100; 340,000 tested, 0.3% active; AID 602342;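 active = mean replicate activation score at least 90 and every replicate individually at or above 90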;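 note: higher luciferase means less miR-122 activity so hits act as miR-122 inhibitors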
ARNT TACC3 PPI = disrupts binding between human ARNT and TACC3; Q9Y6A5; 390,000 tested, 0.66% active; inhibition, % at 9.99 µM; AlphaScreen His-ARNT PAS-B/GST-TACC3 binding, luminescence; TACC3 fragment carries E629A point mutation;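 active = mean inhibition of replicates at least 50% and at least half of replicates each reaching 50%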;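 note: 0% = complete ARNT plus TACC3 wells and 100% = ARNT alone without TACC3; many hits fall short of the cut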
SIRT5 inh = sirtuin-5 (human) deacylase inhibition. Q9NXA8. Purified SirT5, succinyl-peptide AMC, trypsin-coupled fluorescence. inhibition, % at 15 µM. 330,000 tested, 1.1% active. AID 652115; in the data active = inhibition above about 15%
Target sequence (Q9NXA8 whole entry, looked up): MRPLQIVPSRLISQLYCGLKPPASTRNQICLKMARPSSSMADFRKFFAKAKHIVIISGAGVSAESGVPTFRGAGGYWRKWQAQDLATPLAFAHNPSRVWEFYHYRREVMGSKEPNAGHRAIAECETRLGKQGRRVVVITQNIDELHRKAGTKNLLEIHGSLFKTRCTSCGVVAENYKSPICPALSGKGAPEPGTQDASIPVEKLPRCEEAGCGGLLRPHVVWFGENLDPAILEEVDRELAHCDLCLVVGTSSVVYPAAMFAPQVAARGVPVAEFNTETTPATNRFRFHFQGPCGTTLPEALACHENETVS
ERp5 block = ERp5 (human) disulfide isomerase inhibition; Q15084; inhibition, % at 9.99 µM; 350,000 tested, 0.05% active; ERp5 insulin aggregation, absorbance 650 nm, 90 min;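 active = mean replicate inhibition above about 25%, with every replicate also reaching it, limit read from the data, passing the limit was not always enough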
Target sequence (Q15084 whole entry, looked up): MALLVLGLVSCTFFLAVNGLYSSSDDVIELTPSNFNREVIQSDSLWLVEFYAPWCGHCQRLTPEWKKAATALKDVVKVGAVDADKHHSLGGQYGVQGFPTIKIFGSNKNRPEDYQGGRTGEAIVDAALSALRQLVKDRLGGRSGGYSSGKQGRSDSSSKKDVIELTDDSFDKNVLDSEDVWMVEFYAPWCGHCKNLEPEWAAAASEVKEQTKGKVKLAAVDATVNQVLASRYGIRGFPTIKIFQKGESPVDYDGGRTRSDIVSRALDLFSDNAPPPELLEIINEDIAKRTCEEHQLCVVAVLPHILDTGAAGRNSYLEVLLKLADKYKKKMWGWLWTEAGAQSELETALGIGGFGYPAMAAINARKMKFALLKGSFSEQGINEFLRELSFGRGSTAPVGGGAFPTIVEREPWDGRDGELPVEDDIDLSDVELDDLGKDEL
Numbers without * were called inactive; . = not tested or not shown; [ ] = remark or other dose.

SMILES | Cneo AK release | esBAF inh | C2C12 statin | miR-122 sensor | ARNT TACC3 PPI | SIRT5 inh | ERp5 block
C[C@@H]1CCCCO[C@@H](CN(C)C(=O)Nc2ccc(C(F)(F)F)cc2)[C@H](C)CN([C@@H](C)CO)C(=O)c2cc(NC(=O)Nc3ccc4c(c3)OCO4)ccc2O1 | 2 | 0 | -11 | 4[16.7 µM] | 0 | 15* | -1
CSc1nc2c(c(=O)[nH]1)C(c1ccc(Br)cc1)CC(=O)N2 (stereo unspecified) | 4 | . | . | -7 | -1 | 15 | 0
O=C(Nc1c2c(nn1-c1ccc(F)cc1)CS(=O)(=O)C2)c1ccc(S(=O)(=O)N2CCOCC2)cc1 | . | . | . | 5 | 1 | 3 | -43
CCC(=O)Nc1ccc(NC(=O)c2ccco2)cc1 | 14 | 34 | -10 | 3 | -2 | 1 | 9
COc1ccc(S(=O)(=O)N(CC(=O)N2CCN(C)CC2)c2ccc(C)cc2)cc1OC | 0 | -2 | -2 | -2 | -1 | . | .
COCCNC(=O)C(OC(=O)c1ccco1)c1ccc(OC)cc1 (stereo unspecified) | -2 | -7 | -4 | -6 | 1 | . | 4
C=CCN(CC=C)C(=O)Nc1cc(OC)ccc1OC | -9 | -8 | 22 | . | -8 | 3 | 3
COc1ccc(Cl)cc1S(=O)(=O)n1nnc2ccccc21 | -5 | -5 | 10 | 2 | -10 | . | .
Cc1noc(C)c1NC(=O)N(C)C[C@@H]1OCCCC[C@@H](C)Oc2ccc(NC(=O)Nc3cccc4ccccc34)cc2C(=O)N([C@H](C)CO)C[C@@H]1C | 53 | 0 | . | -6[16.7 µM] | -7 | . | .
Cc1cc([N+](=O)[O-])nn1Cn1nc([N+](=O)[O-])cc1C | . | . | . | . | 20 | 0 | 8
CC(=O)OC(c1nc2ccccc2c(=O)n1C1CC2(OC1=O)c1ccccc1N1C(=O)C(C)(C)N(O)C12)C(C)C (stereo unspecified) | 1 | -5 | -13 | -20 | -1 | 3 | 0
Cc1ccc(/C=N/Nc2nc(Cl)c(Cl)cc2Cl)s1 | 1 | 60* | -6 | 7 | 1 | . | .
Cc1ccc(S(=O)(=O)Nc2ccc3c(c2)C(=O)N([C@H](C)CO)C[C@H](C)[C@@H](CN(C)C(=O)c2ccncc2)OCCCC[C@H](C)O3)cc1 | 2 | 0 | 5 | 4[16.7 µM] | -10 | . | .
O=c1[nH]c(=O)n(Cc2ccco2)c2c1C(C(F)(F)F)(C(F)(F)F)N=C(c1ccc(F)cc1)N2 | 0 | -3 | 2 | -11 | -8 | . | .
CCc1ccccc1NC1=NCC(=O)N1C1CCCCC1 | -3 | -2 | 6 | -6 | 12 | . | .
COc1ccc(C(CNC(=O)c2ccc(OCc3cscn3)cc2)N2CCCC2)cc1 (stereo unspecified) | -2 | 8 | 6 | -9 | . | . | 15
CNC[C@@H]1Oc2ccc(NC(=O)c3ccncc3)cc2CC(=O)N([C@@H](C)CO)C[C@@H]1C | -3 | -3 | -32 | 4[16.7 µM] | . | -1 | .
CCN1CCN(C(c2ccccc2)c2nnnn2Cc2ccccc2)CC1 (stereo unspecified) | 2 | -7 | -16 | 0 | -3 | . | .
Cc1ccccc1S(=O)(=O)NCC[C@@H]1CC[C@@H](NC(=O)Nc2cccc(F)c2)[C@H](CO)O1 | 0 | 2 | -13 | . | -11 | -1 | -1
CCOC(=O)CS(=O)(=O)CC(=O)Nc1ccc([N+](=O)[O-])cc1OC | -2 | -4 | 1 | 3 | -6 | 0 | -9
CNC(=S)N1CCN(CCNC2=CC(=O)CC(C)(C)C2)CC1 | 1 | -9 | 2 | -8 | -3 | . | -1
O=C(NC1CCCCC1)c1cc(Cl)nc2ccccc12 | 0 | -12 | 6 | -3 | -2 | . | .
O=C1C(c2ccc(F)cc2)N(CC2COc3ccccc3O2)C(=O)CN1C1CCCCC1 (stereo unspecified) | 0 | -1 | -12 | . | 13 | . | .
C=CCNC(=O)CN(c1cc(Cl)ccc1OC)S(=O)(=O)c1ccc(C)c([N+](=O)[O-])c1 | . | -4 | -6 | 27 | 4 | 0 | 2
CN1CCN(C2=Cc3ccc(Cl)cc3Sc3ccc(F)cc32)CC1 | 9 | . | . | -7 | 3 | . | .
New compounds follow
SMILES | Cneo AK release | esBAF inh | C2C12 statin | miR-122 sensor | ARNT TACC3 PPI | SIRT5 inh | ERp5 block
CC(C)c1cc(C(=O)NCc2ccco2)no1 | 1 | 29 | -9 | 3 | -1 | -1 | -1
CC(=O)c1cc(CN2CCN(CCC(C)C)C(CCO)C2)cs1 (stereo unspecified) | 0 | -8 | 3 | -1 | -3 | -4 | 1
COc1ccccc1C(C)NCC(=O)Nc1ccccc1C(F)(F)F (stereo unspecified) | . | -6 | 3 | 0 | -1 | -2 | 2
N/C(CSc1ccc(Cl)cc1)=N\NC(=O)c1ccncc1 | . | . | . | . | -3 | 1 | 2
COc1ccc(OCC(Cn2cnc3ccccc32)OC(C)=O)cc1 (stereo unspecified) | . | . | . | . | -1 | 3 | 5
Cc1ccc(C)c(NC(=O)/C(C#N)=C/c2ccc[nH]2)c1 | 2 | 7 | 2 | -4 | 0 | -2 | -14
Cc1cccc(C(=O)NCC(=O)OCC(=O)NC2CCCCCCC2)c1 | 0 | 1 | 6 | . | -2 | 0 | 3
COc1ccc(Cc2nc3c([nH]2)c(=O)n(C)c(=O)n3C)cc1OC | 0 | -1 | 12 | . | -1 | . | 0
C[C@H]1CN([C@@H](C)CO)C(=O)c2cc(-c3ccc(F)cc3)cnc2O[C@@H]1CN(C)Cc1cncnc1 | -9 | -9 | -9 | 9[16.7 µM] | 1 | 1 | -3
O=C1c2ccccc2NC(c2ccccn2)N1c1ccc(Cl)cc1 (stereo unspecified) | 1 | 61* | -1 | 3 | . | . | .
CC(C)CNc1nc2c(c(=O)n(C)c(=O)n2C)n1Cc1cccc(Br)c1 | -1 | 7 | 20 | 4 | -2 | . | .
CO[C@@H]1CN(C)C(=O)c2ccc(NC(=O)c3ccccc3)cc2OC[C@H](C)NC[C@H]1C | -2 | 7 | -16 | . | -13 | . | -1
c1ccc(CN(Cc2ccccc2)c2nn[nH]n2)cc1 | -3 | . | . | . | -9 | -2 | 1
Cc1ccc(SCC(=O)NCCSC(C)(C)C)cc1 | -2 | 38 | . | 0 | -1 | . | .
Cn1c(=O)c2c(nc(N3CCCCCC3)n2CCSc2nc3ccccc3o2)n(C)c1=O | 2 | -8 | 6 | . | -7 | -32 | -1
C=CC1=C2C=C(C3CC3)N(CC3CC3)C=C2C(=O)C(C)(OC(=O)c2ccco2)C1=O (stereo unspecified) | 0 | . | . | 29 | 15 | . | -1
Cc1noc(C)c1NC(=O)N(C)C[C@@H]1Oc2ccc(NC(=O)Nc3ccccc3)cc2C(=O)N([C@H](C)CO)C[C@H]1C | -5 | -3 | 16 | 3[16.7 µM] | -1 | -5 | 2
CN(C)Cc1c(O)ccc2oc(Cc3ccccc3)cc12 | 0 | . | . | -4 | -9 | . | .
COCC(=O)N(C)C[C@H]1Oc2cc(Br)ccc2S(=O)(=O)N([C@H](C)CO)C[C@@H]1C | -1 | -2 | -5 | -3[16.7 µM] | -11 | -6 | -1
Cc1cn([C@H]2C[C@H](O)[C@@H](CNCc3cccn3-c3nccs3)O2)c(=O)[nH]c1=O | -1 | -9 | 6 | 1 | . | -4 | 3
COc1cccc(/C=C/c2[nH]c(=O)[nH]c(=O)c2[N+](=O)[O-])c1O | . | . | . | . | -2 | 1 | -3
COc1ccc(C(=O)Cn2nnc(-c3ccccc3F)n2)cc1 | -3 | 6 | 17 | -3 | -2 | 0 | -1
O=C(COC(=O)COc1ccccc1)Nc1ccc(OC(F)(F)F)cc1 | 10 | 2 | -10 | -3 | -10 | 2 | 1
C/C(CC(=O)N(C(C)C)C(C)C)=N\NC(=O)COc1ccc(Br)cc1Br | . | -11 | 4 | 7 | -14 | -1 | -6
CCCC(C(=O)NC(C)(C)C)N(CC1CCCO1)C(=O)c1snc(C(N)=O)c1N (stereo unspecified) | . | . | . | . | -3 | -1 | 6
The list goes on.
SMILES | Cneo AK release | esBAF inh | C2C12 statin | miR-122 sensor | ARNT TACC3 PPI | SIRT5 inh | ERp5 block
CCOC(=O)C1CCN(C(=O)c2cc3cc(F)ccc3[nH]2)CC1 | 0 | 9 | -10 | 2 | -1 | -1 | 2
Cc1cccc(C)c1N(CC(=O)Nc1cccc(N(C)S(C)(=O)=O)c1)S(C)(=O)=O | -2 | . | . | -4 | -2 | . | .
Cc1sc2ncnc(N3CCC(C)CC3)c2c1C | 1 | 0 | -4 | -1 | -3 | . | .
CN(Cc1ccccc1)c1ccc(N2C(=O)CCCC2=O)cc1[N+](=O)[O-] | -2 | . | . | -1 | -5 | . | .
O=S(=O)(c1ccc2[nH]c3c(c2c1)CCCC3)N1CCCCC1 | 0 | -5 | -7 | -2 | 11 | 2 | 3
C[C@@H]1CN([C@H](C)CO)C(=O)Cc2cc(NC(=O)CCC(F)(F)F)ccc2O[C@@H]1CN(C)C(=O)Nc1ccc2c(c1)OCO2 | 0 | 0 | 23 | -6[16.7 µM] | -5 | -2 | -1
CCCn1c(=O)c2[nH]c(C3CCCC3)nc2n(CCC)c1=O | -1 | -7 | 1 | -5 | 0 | -2 | -4
CNC[C@H]1Oc2cc(-c3cncnc3)ccc2S(=O)(=O)N([C@@H](C)CO)C[C@H]1C | . | -7 | 7 | 12[16.7 µM] | -1 | -3 | -6
CCOc1ccccc1NC(=O)COC(=O)c1cccc(-c2ccc(OC(C)=O)cc2)c1 | -1 | . | . | 0 | 3 | -1 | 4
CCOC(=O)/C(=N/Nc1ccccc1)Sc1nnc(CCc2ccccc2)n1-c1ccccc1 | . | . | . | . | 1 | 1 | -2
CC(C(=O)Nc1ncc2c(n1)CC(C)(C)CC2=O)N1C(=O)c2ccccc2C1=O (stereo unspecified) | -1 | -5 | -1 | 3 | 0 | . | .

Arranged by formula weight (lowest first): part of the list above.
SMILES | Cneo AK release | esBAF inh | C2C12 statin | miR-122 sensor | ARNT TACC3 PPI | SIRT5 inh | ERp5 block
Cc1ccc(C)c(NC(=O)/C(C#N)=C/c2ccc[nH]2)c1 | 2 | 7 | 2 | -4 | 0 | -2 | -14
N/C(CSc1ccc(Cl)cc1)=N\NC(=O)c1ccncc1 | . | . | . | . | -3 | 1 | 2
CC(=O)c1cc(CN2CCN(CCC(C)C)C(CCO)C2)cs1 (stereo unspecified) | 0 | -8 | 3 | -1 | -3 | -4 | 1
COc1ccc(OCC(Cn2cnc3ccccc32)OC(C)=O)cc1 (stereo unspecified) | . | . | . | . | -1 | 3 | 5
Cc1cccc(C(=O)NCC(=O)OCC(=O)NC2CCCCCCC2)c1 | 0 | 1 | 6 | . | -2 | 0 | 3
CSc1nc2c(c(=O)[nH]1)C(c1ccc(Br)cc1)CC(=O)N2 (stereo unspecified) | 4 | . | . | -7 | -1 | 15 | 0
CNC[C@H]1Oc2cc(-c3cncnc3)ccc2S(=O)(=O)N([C@@H](C)CO)C[C@H]1C | . | -7 | 7 | 12[16.7 µM] | -1 | -3 | -6
CNC[C@@H]1Oc2ccc(NC(=O)c3ccncc3)cc2CC(=O)N([C@@H](C)CO)C[C@@H]1C | -3 | -3 | -32 | 4[16.7 µM] | . | -1 | .
O=C1C(c2ccc(F)cc2)N(CC2COc3ccccc3O2)C(=O)CN1C1CCCCC1 (stereo unspecified) | 0 | -1 | -12 | . | 13 | . | .
COc1ccc(S(=O)(=O)N(CC(=O)N2CCN(C)CC2)c2ccc(C)cc2)cc1OC | 0 | -2 | -2 | -2 | -1 | . | .
C[C@H]1CN([C@@H](C)CO)C(=O)c2cc(-c3ccc(F)cc3)cnc2O[C@@H]1CN(C)Cc1cncnc1 | -9 | -9 | -9 | 9[16.7 µM] | 1 | 1 | -3
C[C@@H]1CN([C@H](C)CO)C(=O)Cc2cc(NC(=O)CCC(F)(F)F)ccc2O[C@@H]1CN(C)C(=O)Nc1ccc2c(c1)OCO2 | 0 | 0 | 23 | -6[16.7 µM] | -5 | -2 | -1
Cc1ccc(S(=O)(=O)Nc2ccc3c(c2)C(=O)N([C@H](C)CO)C[C@H](C)[C@@H](CN(C)C(=O)c2ccncc2)OCCCC[C@H](C)O3)cc1 | 2 | 0 | 5 | 4[16.7 µM] | -10 | . | .
